GSIS activator: primary screen for activators of insulin secretion dependent on glucose, INS-1E cells, GLuc reporter luminescence. INS-1E GLuc reporter insulin secretion, 2-3 h. activation, % at 16.6 µM. 370,000 compounds, 0.61% hits;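 active = lowest replicate activation of at least 40%, so every replicate reaches that level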;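 note: 0% = median of neutral control wells and 100% = median of IBMX positive control wells; some compounds called inactive have numbers as strong as hits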
PglD DTNB: PglD (C. jejuni) enzyme inhibition | purified PglD enzyme, DTNB colorimetric CoA detection | AID 602405 | 360,000 compounds, 0.098% hits | inhibition, % at 12.5 µM; in the data active = inhibition above about 16%, passing the limit was not always enough; inconclusive = no clear call, values can overlap the other calls; note: strong numbers were not always called active
PGC1a acetyl inh: PGC1a acetylation modulation, inhibitor mode. 350,000 compounds, 0.17% hits. inhibition, % at 15.6 µM. AID 651687. U2OS PGC1a acetylation, AlphaScreen anti-acetyl-lysine; with virally co-expressed GCN5 acetyltransferase;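 active = every replicate shows inhibition of at least 40%; inconclusive = mean inhibition at least 40% but some replicate below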;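 note: 0% = neutral control wells and 100% = positive control wells; some results beyond the cut were filed as inactive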
PAX8 inh HTS: lowers PAX8-driven luciferase in RMG-I cells; AID 652154; 360,000 compounds, 1.2% hits; RMG-I TPO-luciferase reporter, SteadyGlo, 24 h; inhibition, % at 12.6 µM;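 active = mean replicate inhibition at least 60% with every replicate also reaching 60%; inconclusive = only one of the two criteria is met; inactive = mean below 60% and not all replicates reaching 60%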;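 note: luciferase light reporting Pax8 driven TPO promoter activity; plate controls were median of neutral control wells for no effect and mitoxantrone controls for full effect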
LGR2 antag: Drosophila LGR2 receptor signaling inhibition. 380,000 compounds, 0.35% hits. inhibition, % at 9.99 µM. HEK293 LGR2, CRE-luciferase, bursicon-stimulated, 4 h;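 active = drop in luminescence signal, shown as inhibition above about 50% in the replicate tests, limit read from the data, passing the limit was not always enough; inconclusive = probably only some replicates passing the limit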;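 note: agonist challenge used bursicon conditioned medium at about half maximal strength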
Cneo AK release: Cryptococcus neoformans lysis via adenylate kinase release | C. neoformans lysis, adenylate kinase release luminescence, 4 h; normalised: neutral wells 0, clomiphene wells 100 | 360,000 compounds, 0.2% hits | lysis activity, % at 15 µM;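 active = mean lysis activity across replicates of at least 80%, whatever share of replicates individually reach that level; inactive = mean lysis activity below 80%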
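Schedule: static 4 h at 37 °C with compound, 1 h detection; system: C. neoformans cells; benchmarks: Clomiphene as positive control; buffer or medium: fresh YPD medium; measure: luminescence rise reflecting yeast cell lysis; measured by: luminescent adenylate kinase detection reagent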
ARNT TACC3 PPI: ARNT/TACC3 interaction disruption. Q9Y6A5. 390,000 compounds, 0.66% hits. AID 623870. AlphaScreen His-ARNT PAS-B/GST-TACC3 binding, luminescence; TACC3 fragment carries E629A point mutation. inhibition, % at 9.99 µM;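 active = mean inhibition of replicates at least 50% and at least half of replicates each reaching 50%; inconclusive = half or more replicates reach 50% but mean below 50%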;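 note: 0% = complete ARNT plus TACC3 wells and 100% = ARNT alone without TACC3; many hits fall short of the cut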
C2C12 statin: suppressors of simvastatin-induced myotoxicity in C2C12 myotubes; ATP luminescence, 48 h; scaled: DMSO 0, geranylgeraniol control 100; rescue of ATP level, % at 7.49 µM; 330,000 compounds, 0.78% hits; AID 602340;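 active = mean ATP rescue above about 67%, or every replicate alone reaching that limit, limit read from the data, passing the limit was not always enough; inconclusive = no clear call, values can overlap the other calls; inactive = mean under the limit and some replicate under it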;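 note: myotubes were challenged with 10 µM simvastatin during compound exposure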
* = called active by the depositor; ? = inconclusive; . = no result given. Rows were taken by chance; about 2.9% have a hit in one of these screens.

SMILES	GSIS activator	PglD DTNB	PGC1a acetyl inh	PAX8 inh HTS	LGR2 antag	Cneo AK release	ARNT TACC3 PPI	C2C12 statin
CC(C)CCNC(=O)C1CCC(CNS(=O)(=O)c2ccc(Cl)cc2)CC1 (stereo not drawn)	.	-1	.	8	-19	2	-5	8
COc1ccc([C@H]2CN(Cc3ccccc3)C(=O)[C@@H]2CC(=O)Nc2ccccc2)cc1	-24	3	.	4	-18	-1	.	9
CO[C@H](CN(C)C(=O)C1CCOCC1)[C@H](C)CN(C(=O)Nc1ccc(F)cc1)[C@H](C)CO	14	6	10	.	3	-3	2	14
COc1ccc(/C=N/Nc2nc3ccccc3[nH]2)cc1OC	-60	1	-13	-71	-41	-4	16	.
COCC(=O)N[C@@H]1c2cc(OC)c(OC)cc2C[C@H]1OCc1ccccc1	13	3	.	-30	3	-3	-2	7
C#CCOC(=O)C[N+](C)(C)CC#Cc1ccccc1	4	2	-17	0	17	1	2	15
C[C@@H]1CN([C@@H](C)CO)C(=O)c2cccc(NC(=O)Nc3ccccc3)c2O[C@@H]1CN(C)C(=O)Nc1ccc(F)cc1	-19	-2	5	0	14	0	1	-16
Cn1nc(C(F)(F)F)cc1Oc1ncc(C(F)(F)F)cc1Cl	2	.	.	-1	16	.	-5	.
CSCCC(NS(=O)(=O)c1ccccc1F)C(=O)Nc1ccncc1 (stereo not drawn)	0	-1	.	16	0	2	4	20
Cc1c(NC(=O)Cn2nc(C(=O)O)c3ccccc3c2=O)c(=O)n(-c2ccccc2)n1C	.	2	10	.	.	0	-7	.
Cc1ccc(C(=O)c2ccccc2C(=O)O)s1	.	1	9	2	.	1	-9	-2
CCN(CC)C(=O)CSc1nnc([C@H](Cc2c[nH]c3ccccc23)NC(=O)OC(C)(C)C)o1	.	1	-8	13	.	1	-6	7
O=C(Cc1ccccn1)NCC[C@H]1CC[C@H](NC(=O)Nc2ccccc2)[C@@H](CO)O1	18	1	-13	18	24	1	16	-1
Cc1noc(C)c1NC(=O)Nc1ccc2c(c1)CC(=O)N([C@H](C)CO)C[C@@H](C)[C@@H](CN(C)CC1CCCCC1)O2	13	0	0	.	-7	4	-1	-15
CCN1CCN(C(c2ccc(OC)c(OC)c2)c2nnnn2C(C)(C)C)CC1 (stereo not drawn)	28	4	2	.	-16	0	-6	-7
Cc1ccccc1C(=O)N1CCC(C(=O)Nc2ccc(S(=O)(=O)N3CCOCC3)cc2)CC1	.	-1	9	5	-12	-2	-18	-19
Cc1ccc(-c2nn(-c3ccccc3)cc2C(=O)NCCCN2CCCC2=O)cc1	-7	1	5	-19	16	2	6	1
CCOC(=O)C1(Cc2cccc(Cl)c2)CCCN(C(=O)c2cc(C)n(C)n2)C1 (stereo not drawn)	10	-3	-2	6	0	-7	-1	-2
CC1CCN(CC(=O)Nc2ccc(S(=O)(=O)N3CCCC(C)C3)cc2)CC1 (stereo not drawn)	.	-2	-4	-19	10	-5	0	6
C[C@@H]1CCCCO[C@H](CN(C)Cc2ccccc2)[C@H](C)CN([C@H](C)CO)C(=O)c2cc(N(C)C)ccc2O1	-4	-1	6	-8	-10	0	3	6

Single values from the entries so far:
C2C12 statin, `CCOC(=O)C1(Cc2cccc(Cl)c2)CCCN(C(=O)c2cc(C)n(C)n2)C1` (stereo not drawn) : -2
PGC1a acetyl inh, `Cc1ccc(-c2nn(-c3ccccc3)cc2C(=O)NCCCN2CCCC2=O)cc1` : 5
PGC1a acetyl inh, `CO[C@H](CN(C)C(=O)C1CCOCC1)[C@H](C)CN(C(=O)Nc1ccc(F)cc1)[C@H](C)CO` : 10

A second format for 4 compounds above:
Each structure is followed by: GSIS activator | PglD DTNB | PGC1a acetyl inh | PAX8 inh HTS | LGR2 antag | Cneo AK release | ARNT TACC3 PPI | C2C12 statin
> Cc1ccccc1C(=O)N1CCC(C(=O)Nc2ccc(S(=O)(=O)N3CCOCC3)cc2)CC1
    . | -1 | 9 | 5 | -12 | -2 | -18 | -19
> Cc1ccc(-c2nn(-c3ccccc3)cc2C(=O)NCCCN2CCCC2=O)cc1
    -7 | 1 | 5 | -19 | 16 | 2 | 6 | 1
> CCOC(=O)C1(Cc2cccc(Cl)c2)CCCN(C(=O)c2cc(C)n(C)n2)C1 (stereo not drawn)
    10 | -3 | -2 | 6 | 0 | -7 | -1 | -2
> CC1CCN(CC(=O)Nc2ccc(S(=O)(=O)N3CCCC(C)C3)cc2)CC1 (stereo not drawn)
    . | -2 | -4 | -19 | 10 | -5 | 0 | 6

Continuation:
SMILES	GSIS activator	PglD DTNB	PGC1a acetyl inh	PAX8 inh HTS	LGR2 antag	Cneo AK release	ARNT TACC3 PPI	C2C12 statin
O=C(Nc1cc(F)ccc1F)N[C@H]1CC[C@H](CC(=O)N2CCc3ccccc3C2)O[C@H]1CO	-16	0	1	31	5	44	-1	-13
Cc1ccc(Cn2ncc3c(N4CCN(Cc5ccc(Cl)cc5)CC4)ncnc32)cc1	.	0	0	.	.	-6	-2	8
O=C(C[C@@H]1CC[C@@H]2[C@H](COC[C@@H](O)CN2C(=O)Nc2ccc(F)cc2)O1)NCCCN1CCOCC1	1	0	-4	-5	-9	-4	-7	-6
COc1ccc(OC)c(C(c2nnnn2Cc2ccccc2)N2CCN(C)CC2)c1 (stereo not drawn)	.	-4	-1	.	.	-3	-21	-44
CCOC(=O)c1nnsc1Nc1ccc(C)c(C)c1	-5	.	6	-43	-51	.	-6	.
Cc1cc(C)c(C(=O)c2ccc(C(=O)N(C(C)C)C(C)C)cc2)c(C)c1	-28	.	4	.	.	.	2	-35
CO[C@@H]1CN(C)C(=O)c2cc(NC(=O)CC(F)(F)F)ccc2OC[C@H](C)N(S(=O)(=O)c2cn(C)cn2)C[C@@H]1C	3	.	-11	-24	-2	.	.	.
C[C@H](CO)N1C[C@H](C)[C@@H](CN(C)CC2CCOCC2)Oc2ncc(C#Cc3ccc(F)cc3)cc2C1=O	-3	1	-8	.	0	1.6*	0	2
C[C@@H]1CN([C@@H](C)CO)S(=O)(=O)c2ccc(-c3ccccc3F)cc2O[C@@H]1CN(C)S(C)(=O)=O	23	0	-7	.	4	-5	-2	-18
Cc1noc(C)c1S(=O)(=O)Nc1ccc2c(c1)CC(=O)N([C@H](C)CO)C[C@H](C)[C@H](CN(C)S(=O)(=O)c1cccs1)O2	-14	-1	-1	.	0	115*	-2	-15
CC(=O)Nc1ccc(-c2nnc(SCc3c(C)cc(C)cc3C)n2C)cc1	.	2	-7	.	.	2	-1	0
Cc1ccc2c(CC(=O)N3CCc4ccccc43)coc2c1	.	-1	6	.	.	-1	-19	.
O=C(NNC(=O)C1CC=CCC1)c1ccccc1Br (stereo not drawn)	-3	-6	8	-9	-12	0	12	17
O=C(NCC1CCCO1)c1ccc2[nH]c3c(c2c1)CCCC3 (stereo not drawn)	13	3	.	-80	-9	-1	-2	-33
COC(=O)C(=C/C(C)=C/c1cccs1)C(=O)OC	-11	.	-2	-1	?	.	-6	-5
COc1ccc(S(=O)(=O)N(C)C)cc1NC(=O)[C@H](Cc1ccccc1)N1C(=O)c2ccccc2C1=O	0	2	.	.	4	1	-6	4
CSc1nnc(N2C(=O)C(O)=C(C(=O)c3ccco3)C2c2ccccc2)s1 (stereo not drawn)	26	10	.	-17	3	0	1	-3
O=C(NCCS(=O)(=O)N1CCN(c2ccccc2F)CC1)c1ccc(Br)o1	9	-2	-3	10	17	-1	1	15
C/C(=C1/SC(=S)N(CCC(=O)O)C1=O)c1ccc(O)cc1	6	-3	2	.	9	-1	1	.
CN1CCN(CCCNC(=O)CN2C(=O)COc3ccccc32)CC1	22	.	.	4	7	.	-3	5
CC(C)c1ccc(N2C(=O)CSC23C(=O)N2CCCc4cccc3c42)cc1 (stereo not drawn)	36	-12	9	.	12	8	-1	-6
CCc1ccccc1NC(=O)C1CCN(C(=O)c2cccs2)CC1	-2	-2	.	15	3	3	-6	17
COc1cc(C#Cc2c(-c3cncn3C)n(C)c3ccc(-c4cnc(N5CCOCC5)nc4)cc23)cc(OC)c1	.	-3	.	-96	-36	-2	-5	-11
Cc1ccc(CN(C)C[C@@H]2OCc3cnnn3CCCC(=O)N([C@@H](C)CO)C[C@@H]2C)cc1	1	2	11	.	4	5	-6	-15
O=C(c1c(F)cccc1F)N1CCCC(c2nc(-c3ccc(Cl)cc3)no2)C1 (stereo not drawn)	-12	-4	12	15	-9	-13	-4	-52
Clc1ccc(-c2nc(-c3cnccn3)no2)cc1	6	-3	13	-113	-48	-3	-12	.
O=C(CC(SCCO)c1ccc([N+](=O)[O-])cc1)c1ccco1 (stereo not drawn)	0	-1	12	-20	8	-1	-4	7
COc1ccc(-c2nnc(SCC(=O)Nc3cc(F)ccc3C)o2)cc1	-7	1	3	-111	9	0	.	4
CC(=O)c1nnn(-c2ccccc2C#N)c1C	.	-6	4	-1	.	0	-8	-12
C=CC[C@H](CC(=O)N[C@H](CO)Cc1ccccc1)C(=O)N[C@@H](COC(=O)[C@H](CC=C)CC(=O)OC(C)(C)C)Cc1c[nH]c2ccccc12	-46	-4	8	25	23	-3	0	1
O=C(CNC(=O)c1nc[nH]c1C(=O)N1CCN(c2ccccc2)CC1)OCc1ccccc1	-17	-8	.	-3	-9	0	-4	-1
CN1C(=O)c2cc(NS(=O)(=O)c3cccc(F)c3)ccc2OC[C@H]2O[C@H](CC(=O)NCCN3CCCCC3)CC[C@@H]21	7	-3	-2	-20	19	-3	-3	40
CO[C@H]1CN(C)C(=O)c2ccc(NC(=O)C3CC3)cc2OC[C@H](C)N(C(=O)c2ccccc2F)C[C@H]1C	-5	-3	-3	5	-17	-2	.	-2
O=C(Nc1ccc2nc3n(c(=O)c2c1)CCCCC3)c1cc([N+](=O)[O-])ccc1F	9	-3	.	90*	?	0	7	-39
COC(=O)c1ccc(CN2CC(=O)N3[C@@H](CO)[C@H](c4ccc(Br)cc4)[C@@H]3C2)cc1	12	.	13	3	6	.	.	.

Looked up one by one from above, two records:
SMILES	GSIS activator	PglD DTNB	PGC1a acetyl inh	PAX8 inh HTS	LGR2 antag	Cneo AK release	ARNT TACC3 PPI	C2C12 statin
CO[C@H]1CN(C)C(=O)c2ccc(NC(=O)C3CC3)cc2OC[C@H](C)N(C(=O)c2ccccc2F)C[C@H]1C	-5	-3	-3	5	-17	-2	.	-2
CC(=O)c1nnn(-c2ccccc2C#N)c1C	.	-6	4	-1	.	0	-8	-12

High-throughput results from PubChem BioAssay.
